Source: PubChem BioAssay (National Center for Advancing Translational Sciences (NCATS))
BLM inh = Bloom syndrome helicase (human) inhibition. recombinant BLM DNA unwinding, fluorescence dequenching. hit rate 0.2% among 350,000. P54132. Potency, µM (doses to about 56.1 µM), for inactives: at the highest dose activity change, negative = inhibition, most hits filed as inhibitors. AID 2528;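 note: potency is the fitted concentration of half-maximal effect; plate controls were vehicle for no effect and no enzyme for full effect; nearly all actives have a fitted effect of over 35% in size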
POLI inh = inhibitors of human DNA polymerase iota; Pol iota fluorescent replication assay, 10 min; hit rate 1% among 390,000; Q9UNA4; AID 588590; Potency, µM (series often up to 115 µM), inactives show at the top dose activity, negative = inhibition, actives largely listed as inhibitors; note: potency is the fitted concentration of half-maximal effect
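Fluorescent replication assay read twice, at 0 min and 10 min after adding 50 nM (final) substrate. Enzyme (10 nM) and compounds were first incubated 15 min at room temperature; enzyme-free buffer wells were negative controls.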
APEX1 inh = APE1 (human) endonuclease inhibition | AID 2517 | Potency, µM (doses to about 65.8 µM), without a hit: at the top dose activity change, negative = inhibition, usual class: inhibitors | recombinant APE1, TAMRA/BHQ-2 abasic DNA cleavage fluorescence | hit rate 0.35% among 350,000;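 note: potency is the fitted concentration of half-maximal effect; plate controls were vehicle for no effect and reference inhibitor for full effect; nearly all actives have a fitted effect of over 55% in size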
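APE1 at 0.75 nM final was preincubated with compound 15 min at room temperature, then 50 nM double-stranded THF abasic-site substrate (5'-TAMRA/3'-BHQ-2) was added. Fluorescence (ex 525/em 598 nm) was read kinetically; third-minus-first read gave activity.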
POLB inh = blocks human DNA polymerase beta activity; P06746; Pol beta primer extension/strand displacement, fluorescence kinetic; Potency, µM (top dose mostly 114 µM), without a hit: at the highest dose activity change, negative = inhibition, actives largely listed as inhibitors; hit rate 1.3% among 340,000; AID 485314; note: potency is the fitted concentration of half-maximal effect; % is set by controls: 0 for no effect and ±100 for the full control effect
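10 nM enzyme + cpd, 15 min RT; start with substrate 50 nM final; read 0 min and after 10 min RT. Corrected, normalized data; 4-parameter Hill curve fit.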
Pol kappa inh = DNA polymerase kappa (human) inhibition. Q9UBT6. purified Pol kappa, fluorescent DNA synthesis assay, 10 min. Potency, µM (titrated, usually from 107 µM), for the others: at the top dose activity, negative = inhibition, hits mostly inhibitors. hit rate 0.53% among 400,000; note: potency is the fitted concentration of half-maximal effect; % is set by controls: 0 for no effect and ±100 for the full control effect
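50 nM final substrate added after 15 min RT preincubation of 10 nM Pol kappa with compound; fluorescence read at 0 and 10 min.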
Apoferritin bind = candidate novel general anesthetic via apoferritin binding; apoferritin/1-aminoanthracene competitive binding, fluorescence; Potency, µM (titrated, usually from 77.5 µM), for the others: at the top dose activity change, negative = displacement, actives largely listed as inhibitors; hit rate 0.074% among 350,000; AID 485281; note: potency is the fitted concentration of half-maximal effect; % is set by controls: 0 for no effect and ±100 for the full control effect; nearly all actives have a fitted effect of over 20% in size
Target sequence (P02791 2-175 limits assumed): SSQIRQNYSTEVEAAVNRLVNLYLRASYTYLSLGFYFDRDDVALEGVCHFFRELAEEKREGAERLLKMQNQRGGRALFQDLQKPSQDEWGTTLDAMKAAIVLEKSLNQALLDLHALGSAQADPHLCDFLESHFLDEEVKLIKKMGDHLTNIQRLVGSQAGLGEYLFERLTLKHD
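Horse-spleen apoferritin (10 uM) in 50% saturated 1-aminoanthracene in PBS was incubated 10 min at room temperature with compound. Fluorescence (ex 380, em 535 nm) was normalized to free and bound 1-AMA, with concentration-response fitted by a four-parameter Hill equation.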
RXFP1 antag = RXFP1 (human) relaxin receptor antagonism; hit rate 0.59% among 350,000; Q9HBX9; HEK293-RXFP1, relaxin-stimulated cAMP HTRF, 30 min; hits give low values; activity change, negative = inhibition, % at 57.5 µM;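 active = activity change of -60% or lower, but not beyond a set lower limit; inconclusive = change between -60% and -40%, or beyond the set limit; inactive = change above -40%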; note: % is set by controls: 0 for no effect and ±100 for the full control effect
Target sequence (Q9HBX9 whole entry, looked up): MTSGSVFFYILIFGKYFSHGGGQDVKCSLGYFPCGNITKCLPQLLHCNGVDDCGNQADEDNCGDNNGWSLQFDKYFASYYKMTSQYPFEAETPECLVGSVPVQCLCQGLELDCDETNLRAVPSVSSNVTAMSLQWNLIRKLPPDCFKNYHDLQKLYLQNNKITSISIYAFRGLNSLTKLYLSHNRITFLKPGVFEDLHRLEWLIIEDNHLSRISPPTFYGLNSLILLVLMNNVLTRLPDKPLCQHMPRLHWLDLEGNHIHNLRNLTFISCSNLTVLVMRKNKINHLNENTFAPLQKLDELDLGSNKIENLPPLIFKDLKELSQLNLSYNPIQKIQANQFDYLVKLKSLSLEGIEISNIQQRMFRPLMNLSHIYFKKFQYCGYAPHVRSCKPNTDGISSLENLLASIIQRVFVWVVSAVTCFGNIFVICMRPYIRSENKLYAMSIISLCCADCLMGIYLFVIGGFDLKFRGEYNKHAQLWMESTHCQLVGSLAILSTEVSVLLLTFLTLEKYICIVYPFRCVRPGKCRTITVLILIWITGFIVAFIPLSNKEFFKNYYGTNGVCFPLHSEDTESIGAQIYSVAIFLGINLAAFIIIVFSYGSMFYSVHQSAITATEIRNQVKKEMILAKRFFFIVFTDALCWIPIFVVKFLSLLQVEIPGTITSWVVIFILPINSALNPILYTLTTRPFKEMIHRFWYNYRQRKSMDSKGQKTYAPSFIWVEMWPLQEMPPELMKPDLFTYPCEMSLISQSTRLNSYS
PGK inhibitor = inhibitors of T. brucei phosphoglycerate kinase | Potency, µM (titrated, usually from 57.5 µM), inactives show top-dose activity change, negative = inhibition, usual class: inhibitors | PGK/GAPDH coupled, Kinase-Glo luminescence, 60 min | AID 602233 | hit rate 0.043% among 380,000; note: potency is the fitted concentration of half-maximal effect; % is set by controls: 0 for no effect and ±100 for the full control effect; nearly all actives have a fitted effect of over 60% in size
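Recombinant glycosomal PGK reaction used 1,3-bisphosphoglycerate generated in-well by GAPDH (100nM final) in 100mM TEA pH 7.6, 5mM MgCl2, 0.01% Tween-20. After 60 minutes at room temperature, ATP was read by Kinase-Glo Plus luminescence end-point.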
Pol eta inh = inhibitors of human DNA polymerase eta; hit rate 1.2% among 390,000; AID 588591; recombinant Pol eta, fluorescent DNA replication assay; Q9Y253; Potency, µM (series often up to 114 µM), without a hit: top-dose activity change, negative = inhibition, hits mostly inhibitors; note: potency is the fitted concentration of half-maximal effect; % is set by controls: 0 for no effect and ±100 for the full control effect
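Pol eta (10 nM) was preincubated with compounds for 15 min at room temperature, after which fluorescent replication substrate (50 nM final) was added to start the reaction. Fluorescence was read kinetically at 0 and 10 min.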
Numbers without * were called inactive; i = inactive; ? = inconclusive; . = not tested or not shown; [ ] = dose if it differs, or a comment. Unless noted, calls come from the whole dose curve; as a rule, active = well fitted curve in the direction sought with a large enough effect; inconclusive = small, poorly fitted or top-dose-only effect, or another doubt; inactive = no such curve, though single readings can be large; an effect the other way counts as inactive or inconclusive. The list is partial. The share of hits here may be higher or lower than overall.

SMILES	BLM inh	POLI inh	APEX1 inh	POLB inh	Pol kappa inh	Apoferritin bind	RXFP1 antag	PGK inhibitor	Pol eta inh
CCOCCc1nn2c(=O)cc(COC(=O)CNC(=O)c3cccc(C)c3)nc2s1	-7%	-5%	.	-8%	0%	-13%	.	-2%	-10%
O=C(NC(=S)Nc1ccccc1Cl)c1cncc(Br)c1	-5%	110%[activator]	7%	-1%	0%	-12%	-5	-1%	0%
O=C(COC(=O)COc1ccc2ccccc2c1)NCC(F)(F)F	-6%	-6%	-1%	-17%	16%	-17%	-3	-7%	-17%
COC(=O)c1ccccc1NC(=O)C1CC(=O)N(c2ccc(F)cc2)C1 (stereo not given)	-2%	16%	-3%	9%	-12%	2%	1	-4%	-15%
COCCN(C(=O)CSCC(=O)Nc1ccc(C)cc1)c1c(N)n(CC(C)C)c(=O)[nH]c1=O	.	29%	-6%	.	-4%	.	4	-2%	-9%
CCNc1nc(NC(C)C)nc(N(C)C#N)n1	0%	9%	5%	3%	-6%	-4%	14	-2%	15%
CCN1CCN(C(=O)CCN2C(=O)c3ccccc3C2=O)CC1	2%	86%[activator]	-6%	6%	0%	4%	3	-7%	-11%
Cc1ccc(C(=O)O)cc1S(=O)(=O)N1CCC(C(=O)O)CC1	-2%	?	-4%	4%	-9%	5%	-3	3%	-4%
O=C(NNC(=O)C(O)(c1ccccc1)c1ccccc1)C1CC1	-3%	127%[activator]	3%	1%	-2%	-6%	-5	-4%	11%
CC1(C2CC2)NC(=O)N(CC(=O)Nc2ccc(SC(F)F)cc2)C1=O (stereo not given)	.	19%	5%	.	5%	.	0	-2%	-10%
Cc1nn(C)cc1C(C)NCc1c(C(=O)N2CCCCCCC2)nc2ccc(Cl)cn12 (stereo not given)	-2%	-24%	-4%	-28%	-6%	-6%	0	.	-1%
Cc1cccc(C)c1NC(=O)C(C)Sc1nnc(C)n1CC1CCCO1 (stereo not given)	-3%	25%	2%	21%	5%	-8%	-6	-5%	1%
COc1ccccc1-c1nc(C#N)c(N2CCC(C(N)=O)CC2)o1	-2%	9%	-4%	-29%	-10%	-11%	3	-1%	-14%
COc1cc(-c2noc(-c3ccc(NCc4cccnc4)c([N+](=O)[O-])c3)n2)cc(OC)c1OC	-9%	9%	.	45µM*	-4%	?	.	i	-12%
CCOc1ccc(-c2nc(C#N)c(NCC3CCCO3)o2)cc1 (stereo not given)	-5%	5%	-1%	1%	-15%	-14%	-11	-4%	2%
COc1ccccc1NC(=O)c1c(NC(=O)c2cccs2)sc2c1CCC(C(C)(C)C)C2 (stereo not given)	1%	62%[activator]	.	3%	-23%	3%	2	-5%	-7%
Cc1c(NCc2cc(Cl)ccc2O)c(=O)n(-c2ccccc2)n1C	-4%	8%	-1%	31%[activator]	-12%	-10%	-2	-8%	-1%
O=C1C(=O)N(CCCN2CCOCC2)C(c2cccs2)/C1=C(/O)c1ccc2c(c1)OCO2 (stereo not given)	2%	.	-2%	14%	.	-4%	.	.	.
O=S(=O)(CCSc1nc2ccccc2o1)c1nc2ccccc2s1	-3%	?	-3%	3%	-7%	-7%	6	-4%	-14%
Cc1cccc(/C=C2\Sc3ccc(C(=O)N4CCOCC4)cc3N(C)C2=O)c1	-2%	17%	43%[activator]	-19%	-4%	?	2	i	-18%
COc1cccc(OCC(Cn2cnc3ccccc32)OC(C)=O)c1 (stereo not given)	-9%	2%	-4%	?	-8%	-4%	-4	10%	-14%
COc1cc2[nH]c(=O)n(Cc3ccc(C(=O)NCc4ccccc4)cc3)c(=O)c2cc1OC	0%	?	.	10%	?	-11%	.	5%	1%
C[N+](C)(C)CCCCCCC(=O)/C=N/O	0%	-13%	0%	23%	1%	-8%	20	-2%	-2%
C=CCn1c(SCC(=O)N2CCc3ccccc3C2)nnc1-c1ccncc1	1%	112%[activator]	5%	-6%	-12%	-14%	-6	3%	-2%
COc1cccc(Cn2c(CNS(=O)(=O)c3ccc(F)c(Cl)c3)nc3cccnc32)c1	-2%	7%	.	1%	-1%[60.1 µM]	7%	-8	-6%	1%

One compound at a time (already shown). Values in the order: BLM inh, POLI inh, APEX1 inh, POLB inh, Pol kappa inh, Apoferritin bind, RXFP1 antag, PGK inhibitor, Pol eta inh
CCOc1ccc(-c2nc(C#N)c(NCC3CCCO3)o2)cc1 (stereo not given) is entered as -5%, 5%, -1%, 1%, -15%, -14%, -11, -4%, 2%
COCCN(C(=O)CSCC(=O)Nc1ccc(C)cc1)c1c(N)n(CC(C)C)c(=O)[nH]c1=O is entered as ., 29%, -6%, ., -4%, ., 4, -2%, -9%
COC(=O)c1ccccc1NC(=O)C1CC(=O)N(c2ccc(F)cc2)C1 (stereo not given) is entered as -2%, 16%, -3%, 9%, -12%, 2%, 1, -4%, -15%
COc1cc(-c2noc(-c3ccc(NCc4cccnc4)c([N+](=O)[O-])c3)n2)cc(OC)c1OC is entered as -9%, 9%, ., 45µM*, -4%, ?, ., i, -12%
Cc1cccc(/C=C2\Sc3ccc(C(=O)N4CCOCC4)cc3N(C)C2=O)c1 is entered as -2%, 17%, 43%[activator], -19%, -4%, ?, 2, i, -18%

(listing goes on)
SMILES	BLM inh	POLI inh	APEX1 inh	POLB inh	Pol kappa inh	Apoferritin bind	RXFP1 antag	PGK inhibitor	Pol eta inh
COc1ccc2nc(NC(=O)Cn3cnc4c(=O)n(C)c(=O)n(C)c43)sc2c1	4%	?	-2%	11%	-18%	-2%	-1	-4%	-3%
COc1ccc(CCn2c(-c3ccccc3)nc3c(c(=O)c4ccccc4n3C)c2=O)cc1	-7%	.	4%	0%	.	-1%	.	.	.
c1ccc(CSc2n[nH]c(-c3ccco3)n2)cc1	-2%	4%	0%	14%	-17%	-21%	-4	-7%	9%
O=C(Cn1cnc2ccccc2c1=O)NCCC(=O)N1CCN(c2ccccc2)CC1	-8%	-12%	-8%	2%	-3%	0%	18	i	8%
O=C(CCCc1c[nH]c2ccccc12)NCc1ccccc1F	-4%	6%	21%	17%	-13%	7%	-2	-1%	6%
CC(C)(C)NC(=O)C(c1cccs1)N(CC1CCCO1)C(=O)Cn1nnc(-c2cccs2)n1 (stereo not given)	-2%	-16%	-2%	10%	-7%	?	10	i	1%
NC(=S)Nc1cc(Cl)cc(Cl)c1	-7%	43%[activator]	0%	1%	0%	0%	12	0%	-6%
Fc1ccccc1/C=N/Nc1nn[nH]n1	0%	9%	0%	0%	6%	-12%	1	-4%	-9%
CC(C)(C)C(=O)N1CCN(c2nc3ccccc3o2)CC1	-3%	44%[activator]	7%	-10%	3%	-11%	10	i	-10%
CCCCc1nc2sc3c(=O)n(N)cnc3c2c2c1CCCC2	0%	-1%	2%	26%	11%	-6%	-1	i	1%
COC(=O)[C@@]12CCCCN1[C@H](c1ccc(-c3cccc(Cl)c3)c(OC)c1)[C@@H]1C(=O)N(C)C(=O)[C@@H]12	.	26%	-12%	.	-6%	.	.	-3%	-21%
Cc1ccccc1Cn1c2ccccc2c2cnn(CC(=O)NCCCc3ccccc3)c(=O)c21	-3%	24%	.	3%	-8%	-5%	-1	i	-10%
COc1ccc(CNC(=O)C2CCCN(S(=O)(=O)N3CC(C)CC(C)C3)C2)c(OC)c1 (stereo not given)	-5%	9%	5%	37%	-3%	-2%	5	-8%	1%
COC(=O)c1sccc1NC(=S)N1CCCCC1	-2%	39%[activator]	3%	-2%	-8%	40µM*	?	0%	-5%
CCOC(=O)N/N=C\c1ccc(-c2cc(Cl)ccc2Cl)o1	-6%	19%	2%	0%	1%	-22%	-14	i	-13%
O=C(O)c1cccc(-c2ccc(/C=N/n3cnc4sc5c(c4c3=O)CCCC5)o2)c1	0%	.	?	?	.	-12%	.	.	.
CC(=O)c1ccc(NC(=O)Cn2nc(C(F)(F)F)c3c2CCCC3)cc1	-3%	-4%	.	0%	-20%	-7%	.	-5%	?
Cc1ccc(NC(=O)CN2C(=O)NC(Cc3ccccc3)C2=O)cc1 (stereo not given)	-4%	14%	15%	5%	-4%	?	-9	-7%	-11%
O=C(NCC(=O)N1CCN(S(=O)(=O)c2ccc3c(c2)OCCO3)CC1)c1ccccc1Cl	.	25%	-1%	.	-5%	.	2	5%	-13%
COc1ccc(CNC(=O)C(=O)NCCC2CCCCN2S(=O)(=O)c2ccc(C)cc2)cc1 (stereo not given)	.	-9%	-4%	.	-11%	.	-7	4%	-12%
C[C@H](NC(=O)C1CC(=O)N(c2ccc3c(c2)OCCO3)C1)C(=O)NCc1ccco1 (stereo not given in full)	0%	17%	43%[activator]	45%	3%	1%	4	-9%	-21%
N#Cc1ccc(C(=O)NCC2CCCCC2)cc1	-1%	32%[activator]	41%	2%	0%	-1%	-12	6%	-6%
CCOC(=O)n1c(=O)n(Cc2ccccc2C)c2ccccc21	-2%	20%	-4%	4%	-12%	?	-13	2%	-7%
COC(=O)c1c(N)sc(C(=O)NCCc2ccccc2)c1C	-2%	18%	7%	15%	-2%	-10%	-17	-14%	-13%
CCc1ccc(OCC(=O)N2CCN=C2c2ccccc2)cc1	0%	-4%	-6%	5%	-1%	-12%	-15	12%	3%

Reformatted: five of the compounds above.
Structure,BLM inh,POLI inh,APEX1 inh,POLB inh,Pol kappa inh,Apoferritin bind,RXFP1 antag,PGK inhibitor,Pol eta inh
Fc1ccccc1/C=N/Nc1nn[nH]n1,0%,9%,0%,0%,6%,-12%,1,-4%,-9%
CC(C)(C)C(=O)N1CCN(c2nc3ccccc3o2)CC1,-3%,44%[activator],7%,-10%,3%,-11%,10,i,-10%
CCCCc1nc2sc3c(=O)n(N)cnc3c2c2c1CCCC2,0%,-1%,2%,26%,11%,-6%,-1,i,1%
COC(=O)[C@@]12CCCCN1[C@H](c1ccc(-c3cccc(Cl)c3)c(OC)c1)[C@@H]1C(=O)N(C)C(=O)[C@@H]12,.,26%,-12%,.,-6%,.,.,-3%,-21%
Cc1ccccc1Cn1c2ccccc2c2cnn(CC(=O)NCCCc3ccccc3)c(=O)c21,-3%,24%,.,3%,-8%,-5%,-1,i,-10%
